p53 reactivation: re-activators of mutant p53; H1299 p53-A138V BP100-luciferase reporter, luminescence, 24 h; Potency, µM (series often up to 92.2 µM), for inactives: at the top dose activity change, positive = activation, hits mostly activators; 320,000 compounds, 0.063% hits; note: potency is the fitted concentration of half-maximal effect; % of control where 0% means no effect; nearly all actives have a fitted effect of over 45% in size
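p53-null H1299 cells stably carrying temperature-sensitive p53-A138V and a BP100-luciferase reporter were pinned with compounds (4-point, 1:5 series) and held 24 hrs at 37 deg C. Luminescence was read 10 min after detection reagent.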
TRPV1 agonist: human TRPV1 agonism | TRPV1-expressing cells, Fluo-8 calcium influx, agonist mode | activation, % at 8.33 µM | 320,000 compounds, 0.19% hits; in the data active = activation above about 80%; inconclusive = between about 30% and that limit; note: 0% is about no effect
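Cells expressing TRPV1 were dye-loaded with Fluo-8 and read kinetically: 10 s baseline, 3 min after compound (agonist portion), then 2 min after EC20 capsaicin (allosteric enhancer portion). Calcium-bound dye fluorescence at 480/520 nm.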
A-T KAP1 phos: potential ataxia-telangiectasia treatment; […] A-T fibroblasts, KAP-1 phosphorylation AlphaLISA; neocarzinostatin DNA damage 30 min before lysis; Potency, µM (titrated, usually from 57.5 µM), for the others: top-dose activation, most hits filed as activators; 320,000 compounds, 0.19% hits; AID 485349; note: potency is the fitted concentration of half-maximal effect; % of control where 0% means no effect; nearly all actives have a fitted effect of over 45% in size
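ATM-like activity read as KAP-1 phosphorylation via AlphaLISA donor/acceptor antibody pairs after lysis and 6 hr at 25C. Cells were ATM-null patient fibroblasts ([…], hTERT), dosed 60 min, then exposed to the DSB inducer NCS for 30 min.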
B2AR arrestin: recruits beta-arrestin to the human beta2-adrenergic receptor. P07550. beta-arrestin recruitment to beta2AR, cell-based reporter. Potency, µM (series often up to 46.1 µM), for the others: at the top dose activation, most hits filed as activators. 330,000 compounds, 0.02% hits;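 note: potency is the fitted concentration of half-maximal effect; 0% = DMSO controls and full agonism = EC100 isoproterenol or metaproterenol; nearly all actives have a fitted effect of over 65% in size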
Target sequence (P07550 whole entry, looked up): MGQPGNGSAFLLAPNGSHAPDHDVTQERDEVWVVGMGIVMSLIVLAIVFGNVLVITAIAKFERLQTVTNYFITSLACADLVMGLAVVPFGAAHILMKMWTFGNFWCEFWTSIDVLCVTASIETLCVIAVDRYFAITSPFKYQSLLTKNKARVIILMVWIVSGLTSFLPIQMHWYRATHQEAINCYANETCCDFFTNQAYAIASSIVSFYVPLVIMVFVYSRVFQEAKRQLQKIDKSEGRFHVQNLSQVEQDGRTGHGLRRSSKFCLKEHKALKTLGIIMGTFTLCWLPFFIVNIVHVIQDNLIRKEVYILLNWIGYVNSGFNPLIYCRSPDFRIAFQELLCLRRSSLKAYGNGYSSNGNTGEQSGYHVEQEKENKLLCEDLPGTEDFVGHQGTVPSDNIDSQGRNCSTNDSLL
MLL CXXC-DNA inh: blocks binding of human MLL CXXC domain to DNA; Q03164; MLL-CXXC / FITC-HOXA9 DNA fluorescence polarization; Potency, µM (titrated, usually from 115 µM), without a hit: at the top dose activity change, negative = inhibition, actives largely listed as inhibitors; 290,000 compounds, 0.037% hits; active = well fitted inhibition curve with a large enough effect in the polarisation, with a control signal flat, not every such curve was filed as active; inconclusive = small, poorly fitted or top-dose-only effect, or effect the other way, or a change in a side signal; inactive = no such curve, though single readings can be large or run the other way; the % refers to the polarisation; note: potency is the fitted concentration of half-maximal effect
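Steps: dispense CXXC domain solution (7 uM) → pin compounds or unlabeled HOX-A9 DNA control → 5 min ambient → add FLSN-HOX-A9 solution (50 nM) → spin → 30 min ambient → fluorescence polarization. Tris pH 7.5/NaCl/DTT/BSA buffer.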
Integrin act MD: activates integrin-mediated alleviation for muscular dystrophy; alpha7betagal myoblasts, beta-gal FDG fluorescence, 48 h; Potency, µM (titrated, usually from 38.3 µM), for inactives: at the highest dose activation, usual class: activators; 350,000 compounds, 0.064% hits;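 note: potency is the fitted concentration of half-maximal effect; 100% = response of the positive control SU9516; nearly all actives have a fitted effect of over 60% in size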
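Alpha7betagal+/- myoblasts (passage 13) were plated 16-24 hr, then exposed to compounds (1:260 dilution of DMSO stock) for 48 hours at 37C. After MPER lysis, β-galactosidase reporter activity was read as FDG fluorescence (ex 480/em 540) after 30 minutes.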
TCR act: activators of T cell receptors. Potency, µM (highest dose often 9.22 µM), inactives show top-dose activation of IL-2 secretion, actives largely listed as activators. primary human leukocytes, anti-CD3, IL-2 HTRF, 48 h. 330,000 tested, under 10 active; note: % of control where 0% means no effect
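48 hr co-incubation of compounds, a-CD3 beads and primary human leukocytes; IL-2 quantified homogeneously by HTRF with anti-IL-2 K and d2 conjugates.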
BRCA1 expr act: BRCA1 expression activation | Potency, µM (top dose mostly 46.1 µM), inactives show at the highest dose activation, most hits filed as activators | 380,000 compounds, 1.1% hits | AID 624202 | MCF7-BRCA1-FFLuc reporter, luminescence, 48 h; response scale: scaled: vehicle 0%, 10 µM genistein 100%; note: potency is the fitted concentration of half-maximal effect; nearly all actives have a fitted effect of over 80% in size; some results filed as inactive show a strong effect at the top dose
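Cells: MCF7-BRCA1-FFLuc, 2000/well. Exposure: 48 h, 37 °C, 5% CO2. Read: luminescence, 15 min post-substrate. Controls: genistein 10 microM (maximal activation), DMSO (neutral).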
PTAP TSG101 blk: blocks PTAP/TSG101 interaction to inhibit HIV-1 budding. Q99816. Fluorescence polarization, FITC-PTAP peptide / Tsg101 binding. Potency, µM (top dose mostly 115 µM), for the others: at the top dose activity change, negative = inhibition, hits mostly inhibitors. 340,000 tested, under 10 active; active = well fitted inhibition curve with a large enough effect in the main read-out, with a control signal flat, not every such curve was filed as active; inconclusive = small, poorly fitted or top-dose-only effect, or effect the other way, or a change in a side signal; inactive = no such curve, though single readings can be large or run the other way; note: potency is the fitted concentration of half-maximal effect; % of control where 0% means no effect
Target sequence (Q99816 whole entry, looked up): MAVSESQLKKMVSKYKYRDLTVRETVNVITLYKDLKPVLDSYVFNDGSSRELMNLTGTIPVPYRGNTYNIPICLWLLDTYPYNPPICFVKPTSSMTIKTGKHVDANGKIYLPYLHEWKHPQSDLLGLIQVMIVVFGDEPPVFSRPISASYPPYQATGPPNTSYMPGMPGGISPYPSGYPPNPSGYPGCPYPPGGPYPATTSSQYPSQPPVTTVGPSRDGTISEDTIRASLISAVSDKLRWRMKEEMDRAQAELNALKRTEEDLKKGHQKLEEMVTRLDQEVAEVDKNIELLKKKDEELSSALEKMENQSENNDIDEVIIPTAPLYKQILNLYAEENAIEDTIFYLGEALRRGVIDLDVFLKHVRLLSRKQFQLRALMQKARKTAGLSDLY
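Fluorescence polarization binding of Tsg101 binding domain (10 uM final) to FITC-labeled PTAP peptide (50 nM final) in HEPES pH 7.5 buffer with NaCl, Tween 20, EDTA, TCEP. Compounds added before peptide; binding 20 min at RT.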
ELG1 DNA repair: ELG1-dependent DNA repair inhibition. HEK293T ELG1-luciferase reporter, luminescence, 16 h; DNA damage induced by 5-fluorouridine. Potency, µM (series often up to 46.1 µM), without a hit: top-dose activity change, negative = inhibition, actives largely listed as inhibitors. 330,000 compounds, 2.3% hits. AID 504467; note: potency is the fitted concentration of half-maximal effect; % is set by controls: 0 for no effect and ±100 for the full control effect; nearly all actives have a fitted effect of over 55% in size
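Luminescence from the luciferase reporter, measured 30 min after ONE-Glo reagent at room temperature, was the read-out. Beforehand, 2,000 cells per well were exposed for 16 hr at 37 °C to 5-fluorouridine together with compound or vehicle.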
The depositor's hits bear a star; ? = inconclusive; . = no result given; & = joins results of further samples; [ ] = another dose, or the depositor's remark. Unless noted, calls come from the whole dose curve; as a rule, active = well fitted curve in the direction sought with a large enough effect; inconclusive = small, poorly fitted or top-dose-only effect, or another doubt; inactive = no such curve, though single readings can be large; an effect the other way counts as inactive or inconclusive.

no.	Compound	p53 reactivation	TRPV1 agonist	A-T KAP1 phos	B2AR arrestin	MLL CXXC-DNA inh
1	Cc1ccccc1NC(=O)Cc1nc(CCl)cs1	-13%	2	6%	-1.1%	4%
2	Cc1cc(C)c(C(=O)c2ccccc2)c(C)c1	.	.	.	.	.
3	CC(=O)O/N=C(\N)Cc1ccc(-c2csnn2)cc1	7%	-2	1%	0.6%	12%
4	CCCCN1C(=O)NC(NC(=O)c2ccco2)(C(F)(F)F)C1=O (centres undefined)	-4%	1	0%	0.0%	-1%
5	COC(=O)c1ccc(-n2c(C)cc(/C=N/n3cnnc3)c2C)cc1	3%	3	8%	-0.3%	-4%
6	COc1ccc(N=Nc2nc(-c3ccccc3)c(-c3ccccc3)[nH]2)cc1	4%	16	-18%	-0.7%	7%
7	O=C(Nc1nnc(SCC(=O)N2CCCCC2)s1)c1ccc(F)cc1F	16%	6	-4%	-0.4%	-12%
8	CSc1ccc(Cn2nnc(C(=O)NCc3ccccc3)c2N)cc1	10%	7	5%	-0.2%	2%

no.	Integrin act MD	TCR act	BRCA1 expr act	PTAP TSG101 blk	ELG1 DNA repair
1	-15%	2%[46.1 µM]	-4%	1%	2%
2	-7%	3%	-18%	2%	.
3	6%	-4%	-4%	0%	-22%
4	2%	0%	0%	-1%	12%
5	6%	-2%	-15%	1%	-24%
6	-19%	1%	-55%	0%	?
7	24%	4%	22%	-3%	?
8	-1%	-3%	15%	-3%	6%

Molecules listed so far containing a halogen (3):
no.	Compound	p53 reactivation	TRPV1 agonist	A-T KAP1 phos	B2AR arrestin	MLL CXXC-DNA inh
1	Cc1ccccc1NC(=O)Cc1nc(CCl)cs1	-13%	2	6%	-1.1%	4%
4	CCCCN1C(=O)NC(NC(=O)c2ccco2)(C(F)(F)F)C1=O (centres undefined)	-4%	1	0%	0.0%	-1%
7	O=C(Nc1nnc(SCC(=O)N2CCCCC2)s1)c1ccc(F)cc1F	16%	6	-4%	-0.4%	-12%

no.	Integrin act MD	TCR act	BRCA1 expr act	PTAP TSG101 blk	ELG1 DNA repair
1	-15%	2%[46.1 µM]	-4%	1%	2%
4	2%	0%	0%	-1%	12%
7	24%	4%	22%	-3%	?

Later entries
no.	Compound	p53 reactivation	TRPV1 agonist	A-T KAP1 phos	B2AR arrestin	MLL CXXC-DNA inh
9	C=CCn1c(=O)c2ccccc2n2c(SCC(N)=O)nnc12	-2%	4	0%	-0.1%	0%
10	Cc1cc(NC(=O)C2CCCN(S(=O)(=O)c3c(C)noc3C)C2)n[nH]1 (centres undefined)	-3%	3	0%	0.4%	1%
11	COc1ccc2cc(C3(C)NC(=O)N(CC(=O)NCc4ccco4)C3=O)ccc2c1 (centres undefined)	11%	7	-6%	0.1%	1%
12	COCCNC(=O)c1ccc2c(=O)n(CCCN3CCCC3=O)c(=S)[nH]c2c1	3%	-2	0%	-0.1%	6%
13	C=C(C)Cn1c(-c2cccc([N+](=O)[O-])c2)n[nH]c1=S	0%	-5	-2%	0.0%	15%
14	Cc1ccc(NC(=O)CN(C)c2ccc(S(=O)(=O)N3CCCC3)cn2)cc1	-1%	6	-2%	-0.9%	-6%
15	Cc1cccc(OCC(=O)OC(C)C(=O)Nc2ccc(Cl)cn2)c1 (centres undefined)	1%	9	2%	-0.4%	.
16	COc1ccc(/C=C(/NC(=O)c2ccc(OC)c(OC)c2)C(=O)NCCCn2ccnc2)cc1	-2%	0	2%	-0.5%	-1%

no.	Integrin act MD	TCR act	BRCA1 expr act	PTAP TSG101 blk	ELG1 DNA repair
9	18%	0%	-8%	-6%	12%
10	-13%	-1%	23%	-2%	1%
11	-8%	-2%	5%	-3%	1%
12	19%	1%	2%	-8%	0%
13	11%	4%	-7%	-1%	2%
14	-47%[inhibitor]	6%	-39%	-3%	5%
15	61%	-10%	0%	1%	26%
16	-2%	3%	-2%	-12%	1%

Down the list, quoted from above:
Compounds 12–16 in p53 reactivation: 3%, 0%, -1%, 1%, -2%
Compounds 12–16 in ELG1 DNA repair: 0%, 2%, 5%, 26%, 1%
Compounds 12–16 in MLL CXXC-DNA inh: 6%, 15%, -6%, ., -1%

A draw from above in order of SMILES length, ascending:
no.	Compound	p53 reactivation	TRPV1 agonist	A-T KAP1 phos	B2AR arrestin	MLL CXXC-DNA inh
15	Cc1cccc(OCC(=O)OC(C)C(=O)Nc2ccc(Cl)cn2)c1 (centres undefined)	1%	9	2%	-0.4%	.
7	O=C(Nc1nnc(SCC(=O)N2CCCCC2)s1)c1ccc(F)cc1F	16%	6	-4%	-0.4%	-12%
14	Cc1ccc(NC(=O)CN(C)c2ccc(S(=O)(=O)N3CCCC3)cn2)cc1	-1%	6	-2%	-0.9%	-6%

no.	Integrin act MD	TCR act	BRCA1 expr act	PTAP TSG101 blk	ELG1 DNA repair
15	61%	-10%	0%	1%	26%
7	24%	4%	22%	-3%	?
14	-47%[inhibitor]	6%	-39%	-3%	5%

(listing goes on)
no.	Compound	p53 reactivation	TRPV1 agonist	A-T KAP1 phos	B2AR arrestin	MLL CXXC-DNA inh
17	COC(=O)c1cc2c(=O)n3ccccc3nc2n(C)c1=N	?	-2	.	-1.6%	-15%
18	c1ccc(-n2c(SCc3ccncc3)nnc2-c2ccco2)cc1	-2%	0	-27%	-0.6%	10%
19	Cc1nc(Nc2ccc3c(c2)OCCO3)c2oc3ccccc3c2n1	0%	82*	4%	-1.7%	-1%
20	COC(=O)c1ccc(/C=N/OCC(=O)NCc2ccc(F)cc2)cc1	-5%	?	.	0.0%	1%
21	COc1ccc(N(CC(=O)NCCc2cccc(C)c2)S(=O)(=O)c2c(C)noc2C)cc1	0%	-2	4%	0.8%	51%[activator]
22	CCN(CC)C(=O)CCn1nc(-c2ccc(C)cc2)c2ccccc2c1=O	-5%	27	17%	2.5%	?
23	Cc1ccc(S(=O)(=O)NCCc2cccs2)cc1	-1%	27	6%	-0.3%	3%
24	Cc1cc(C)n(CCOc2ccc(Br)cc2)n1	-3%	-6	8%	0.5%	-19%

no.	Integrin act MD	TCR act	BRCA1 expr act	PTAP TSG101 blk	ELG1 DNA repair
17	.	.	.	.	0%
18	7%	4%	-11%	-6%	-13%
19	22%	-8%	26%	-3%	-4%
20	9%	11%	-28%	2%	2%
21	?	-6%	-32%&-27%	-9%	2%
22	-40%	-1%	-4%	-3%	?
23	44%	3%	-8%	-5%	-16%
24	18%	-6%	-8%	-3%	-3%

Structures listed above marked active in TRPV1 agonist.
cpd	mol	p53 reactivation	TRPV1 agonist	B2AR arrestin	MLL CXXC-DNA inh	Integrin act MD	TCR act	BRCA1 expr act	PTAP TSG101 blk
19	Cc1nc(Nc2ccc3c(c2)OCCO3)c2oc3ccccc3c2n1	0%	82*	-1.7%	-1%	22%	-8%	26%	-3%

(more compounds)
no.	Compound	p53 reactivation	TRPV1 agonist	A-T KAP1 phos	B2AR arrestin	MLL CXXC-DNA inh
25	CSc1nc(Sc2ccccc2)c2ccccc2n1	-10%	13	22%	0.0%	-3%
26	COc1ccc(OC)c(NC(=O)C2C3CC4OC(=O)C2C4C3)c1 (centres undefined)	9%	1	1%	-0.4%	3%
27	CCOC(=O)C1(CCc2ccccc2)CCN(C(=O)CN2C(=O)CSC2=O)CC1	-2%	-1	6%	0.1%	-2%
28	O=C(Nc1ccccc1C(=O)O)/C(=C/c1ccc([N+](=O)[O-])cc1)NC(=O)c1ccc(Br)o1	-1%	5	-9%	-0.2%	-4%
29	CN(C)C(=O)CN(C)S(=O)(=O)c1ccc(Cl)cc1	-2%	-1	?	0.0%	0%
30	O=C(NC1CCCCC1)C(c1ccc(F)cc1)N(CCc1ccccc1)C(=O)CN1C(=O)c2ccccc2S1(=O)=O (centres undefined)	3%	3	-7%	-0.6%	14%
31	COc1ccc(OC)c(NC(=S)NCCSc2ccc(C)cc2)c1	-7%	-4	3%	-0.3%	14%
32	O=C(Nc1ccn(Cc2cccc3ccccc23)n1)c1cccnc1	-4%	0	-1%	-0.3%	4%
33	O=C(Cn1cncn1)NCc1cccc(OC(F)F)c1	0%	2	6%	-0.1%	1%
34	Cc1nc(N)sc1N=Nc1ccccc1C(F)(F)F	?	7	-29%	0.1%	7%

no.	Integrin act MD	TCR act	BRCA1 expr act	PTAP TSG101 blk	ELG1 DNA repair
25	-37%	1%	-26%	0%	0%
26	5%	3%[46.1 µM]	1%	-3%	8%
27	6%	-3%	3%	-7%	18%
28	-1%	2%	0%	-5%	1%
29	17%[7.66 µM]	8%	3%	-5%	?
30	26%	2%	-30%	0%	6%
31	-13%	-6%[46.1 µM]	-1%	0%	3%
32	-38%	-6%	-32%	-2%	?
33	-13%	2%	-8%	-1%	-6%
34	?	5%	7.1µM*	-4%	?
